BioA inh = blocks M. tuberculosis BioA enzyme activity; purified M. tuberculosis BioA enzyme, plate reader; inhibition, % at 9.99 µM; 0.096% of 360,000 active; in the data active = inhibition above about 40%; inconclusive = no clear call, values can overlap the other calls
PrPC surface inh = reduces human prion protein on the cell surface; inhibition, % at 13.8 µM; cell surface PrPC, TR-FRET read-out; P04156; 0.43% of 370,000 active; in the data active = inhibition above about 24%; note: 0% = median of the test wells and 100% = reference compound wells
BoNT F protease = inhibitors of Botulinum neurotoxin F light chain protease. Multiplex microsphere protease cleavage assay, flow cytometry. inhibition, % at 10 µM. 0.22% of 360,000 active. AID 588497; in the data active = inhibition above about 35%, passing the limit was not always enough; inconclusive = no clear call, values can overlap the other calls; note: plate controls were buffer without enzyme for full effect and enzyme alone for no effect
FadD28 FP inh = M. tuberculosis FadD28 bisubstrate binding inhibition; FadD28 bisubstrate probe binding, fluorescence polarization; inhibition, % at 12.5 µM; 0.22% of 360,000 active; AID 588549; in the data active = inhibition above about 8.5%, passing the limit was not always enough; inconclusive = no clear call, values can overlap the other calls
Rv3671c inh = Rv3671c (M. tuberculosis) protease inhibition | P9WHR9 | inhibition, % at 5.96 µM | 0.048% of 320,000 active; in the data active = inhibition above about 38%;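 note: extracellular domain of Rv3671c used as enzyme; 0% = enzyme with DMSO and 100% = no enzyme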
Target sequence (P9WHR9 whole entry, looked up, the tested form may be a part): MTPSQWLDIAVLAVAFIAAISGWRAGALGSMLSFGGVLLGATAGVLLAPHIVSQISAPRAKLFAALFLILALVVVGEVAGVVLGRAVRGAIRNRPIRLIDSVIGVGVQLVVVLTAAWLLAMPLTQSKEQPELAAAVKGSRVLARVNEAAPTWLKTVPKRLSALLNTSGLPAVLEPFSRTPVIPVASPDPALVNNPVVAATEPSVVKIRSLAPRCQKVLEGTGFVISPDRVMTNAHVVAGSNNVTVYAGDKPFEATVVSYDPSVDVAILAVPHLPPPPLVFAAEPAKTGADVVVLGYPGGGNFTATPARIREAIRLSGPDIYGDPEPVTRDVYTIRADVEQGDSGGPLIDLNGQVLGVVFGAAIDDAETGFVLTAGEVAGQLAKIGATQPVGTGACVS
MazEF act = MazEF (E. coli) toxin RNase activation | P0AE70 | FAM/BHQ RNA-DNA oligo cleavage fluorescence, 5 h | activation, % at 20 µM | 0.32% of 350,000 active | AID 504720; in the data active = activation above about 50%
Target sequence (P0AE70 whole entry, looked up): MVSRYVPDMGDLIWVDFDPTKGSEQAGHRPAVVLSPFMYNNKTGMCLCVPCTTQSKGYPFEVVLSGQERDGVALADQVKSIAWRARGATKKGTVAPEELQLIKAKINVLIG
GDH-TPI inh = inhibits GDH-TPI coupling enzymes, artifact for Mtb FBA screen. GDH-TPI coupled enzyme counterscreen, NADH absorbance. inhibition, % at 4.8 µM. 1.2% of 360,000 active. AID 588335; in the data active = inhibition above about 30%;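 note: 0% = DMSO wells and 100% = wells lacking the enzyme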
UGM FP inh = inhibitors of M. tuberculosis UDP-galactopyranose mutase. 0.06% of 320,000 active. purified UGM, fluorescence polarization probe displacement. P9WIQ1. inhibition, % at 10 µM; in the data active = inhibition above about 10%, passing the limit was not always enough; inconclusive = no clear call, values can overlap the other calls
FBA Mtb inh = Mtb fructose-bisphosphate aldolase inhibition; P9WQA3; purified M. tuberculosis FBA, fluorescence read-out; inhibition, % at 1 µM; 2.3% of 360,000 active; AID 588726; in the data active = inhibition above about 27%;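 note: 0% = vehicle and 100% = reference inhibitor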
Target sequence (P9WQA3 whole entry, looked up): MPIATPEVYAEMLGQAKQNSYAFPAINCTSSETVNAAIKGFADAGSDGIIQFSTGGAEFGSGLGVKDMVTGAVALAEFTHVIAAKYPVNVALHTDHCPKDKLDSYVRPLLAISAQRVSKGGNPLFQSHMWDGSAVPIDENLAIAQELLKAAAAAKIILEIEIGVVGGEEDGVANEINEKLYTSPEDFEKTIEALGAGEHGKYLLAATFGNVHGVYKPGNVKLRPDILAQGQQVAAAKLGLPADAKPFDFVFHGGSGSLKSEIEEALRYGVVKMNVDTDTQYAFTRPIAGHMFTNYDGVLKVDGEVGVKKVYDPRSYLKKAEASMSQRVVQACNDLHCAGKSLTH
An asterisk follows results filed as active; ? = inconclusive; nt = no result given.

SMILES	BioA inh	PrPC surface inh	BoNT F protease	FadD28 FP inh	Rv3671c inh	MazEF act	GDH-TPI inh	UGM FP inh	FBA Mtb inh
CCn1cc(C(=O)NCCc2ccccc2C)c(=O)c2ccc(C)nc21	-2.3	6	?	0.1	nt	8	2	2.9	2
Cc1ccc2cc(/C=N/NC(=O)CN3CCCCC3)c(Cl)nc2c1	-0.4	-8	-9	-0.8	0	-19	4	3.2	1
CS(=O)(=O)N1c2ccccc2[C@]2(Br)C[C@H]3C(=O)N[C@@H](Cc4ccccc4)C(=O)N3[C@H]12	1.9	3	-6	-2.2	-7	9	-2	0.4	-3
COc1cccc(C(C)(O)c2nc(-c3cccc(C(=O)O)c3)cs2)c1 (stereo unspecified)	0.8	-4	-5	-1.3	nt	nt	10	nt	1
Cc1ccc(S(=O)(=O)N2CCC(C(=O)N3CCC[C@H]3C(=O)NCc3ccccc3)CC2)cc1	-0.7	2	-6	-2.2	-1	-4	-8	-1.6	3
COc1cccc(-c2nn(C)c3sc(C(=O)N4CCN(c5ccccn5)CC4)cc23)c1	-0.3	nt	0	-3.0	-17	-8	15	-1.2	0
COc1ccc(CN(C)c2ncnc(N)n2)cc1	-1.2	1	-4	-1.6	4	2	9	0.2	1
Nc1ccc2nonc2c1[N+](=O)[O-]	-20	-63	-2	-3.9	-3	-223	-3	23*	-6
Cc1ccc(-n2c3nc(=O)n(C)c(=O)c-3cc3ccccc32)cc1	4.2	-15	nt	-1.5	9	14	13	0.7	27*
CCc1nnc(NC(=O)c2cc(-c3ccccc3)nn2-c2ccccc2)s1	-3.2	2	3	-3.5	-2	-4	0	0.8	-1
CCCSc1nnc(NC(=O)c2nc(SC)ncc2Cl)s1	-1.0	-2	8	-1.7	-11	-11	-4	1.2	-2
CCn1c(CNC(=O)c2ccco2)nnc1SCC(=O)Nc1ccccc1Cl	1.2	8	6	nt	-1	12	-2	1.7	3
Cc1ccc(S(=O)(=O)NN/C(=N/S(=O)(=O)c2ccccc2)c2ccccc2)cc1	-3.3	5	7	1.6	0	-23	4	-3.0	0
S=C(Nc1ccccc1)Nn1cnnc1	0.8	5	-3	-2.6	2	3	11	-1.2	1
CC(C)(C)c1cc(C(=O)NC2CC2)n(Cc2ccc(F)cc2)n1	-0.9	-2	nt	-1.7	1	-2	7	2.6	2
Cc1ccc(-n2nc(C(=O)N/N=C/c3cccc(C(F)(F)F)c3)c3ccccc3c2=O)cc1C	nt	-4	nt	nt	1	-20	nt	-0.5	nt
N#C/C(=C\Nc1ccc2cn[nH]c2c1)c1nc(-c2ccc(Cl)cc2)cs1	nt	11	-4	-5.0	2	-12	6	1.4	3
Cc1ccc(NC(=O)CSc2nnc(NC(=O)C(C)C)s2)c(C)c1	-0.4	-1	-9	-4.7	10	0	10	-2.8	-3
COc1cccc(NC(=O)C2CCCN(S(=O)(=O)c3cccc4nonc34)C2)c1 (stereo unspecified)	nt	9	-3	-1.8	-3	-2	4	-3.1	3
O=C(CC1CC2CCC1C2)N1CCN(S(=O)(=O)c2ccccc2C(F)(F)F)CC1 (stereo unspecified)	-1.3	-1	3	-1.8	3	5	-1	-2.5	-3
C=CCOC(=O)C1=C(C)NC(=O)NC1/C=C/c1ccccc1 (stereo unspecified)	-5.3	-2	nt	-1.5	-13	2	0	-0.7	2
COCCCNC(=O)c1cccc2c(-c3ccnn3C)coc12	-0.3	10	3	0.7	nt	nt	0	nt	8
CCOC(=O)c1oc2cccc(OCC(O)CNC(C)C)c2c1C (stereo unspecified)	-0.7	-2	2	-0.8	1	17	8	-1.4	91*
O=C(Nc1ccc(OC(F)(F)F)cc1)C1=NCCN1	1.1	24	-11	-2.7	7	19	-4	1.4	-2
CCc1cc(=O)oc2cc(OCC(=O)N3CCC(C(N)=O)CC3)ccc12	0.1	9	-2	-2.8	6	7	12	3.6	23

13 entries from above, bar-delimited.
canonical_smiles | BioA inh | PrPC surface inh | BoNT F protease | FadD28 FP inh | Rv3671c inh | MazEF act | GDH-TPI inh | UGM FP inh | FBA Mtb inh
CCn1c(CNC(=O)c2ccco2)nnc1SCC(=O)Nc1ccccc1Cl | 1.2 | 8 | 6 | nt | -1 | 12 | -2 | 1.7 | 3
Cc1ccc(S(=O)(=O)NN/C(=N/S(=O)(=O)c2ccccc2)c2ccccc2)cc1 | -3.3 | 5 | 7 | 1.6 | 0 | -23 | 4 | -3.0 | 0
S=C(Nc1ccccc1)Nn1cnnc1 | 0.8 | 5 | -3 | -2.6 | 2 | 3 | 11 | -1.2 | 1
CC(C)(C)c1cc(C(=O)NC2CC2)n(Cc2ccc(F)cc2)n1 | -0.9 | -2 | nt | -1.7 | 1 | -2 | 7 | 2.6 | 2
Cc1ccc(-n2nc(C(=O)N/N=C/c3cccc(C(F)(F)F)c3)c3ccccc3c2=O)cc1C | nt | -4 | nt | nt | 1 | -20 | nt | -0.5 | nt
N#C/C(=C\Nc1ccc2cn[nH]c2c1)c1nc(-c2ccc(Cl)cc2)cs1 | nt | 11 | -4 | -5.0 | 2 | -12 | 6 | 1.4 | 3
Cc1ccc(NC(=O)CSc2nnc(NC(=O)C(C)C)s2)c(C)c1 | -0.4 | -1 | -9 | -4.7 | 10 | 0 | 10 | -2.8 | -3
COc1cccc(NC(=O)C2CCCN(S(=O)(=O)c3cccc4nonc34)C2)c1 (stereo unspecified) | nt | 9 | -3 | -1.8 | -3 | -2 | 4 | -3.1 | 3
O=C(CC1CC2CCC1C2)N1CCN(S(=O)(=O)c2ccccc2C(F)(F)F)CC1 (stereo unspecified) | -1.3 | -1 | 3 | -1.8 | 3 | 5 | -1 | -2.5 | -3
C=CCOC(=O)C1=C(C)NC(=O)NC1/C=C/c1ccccc1 (stereo unspecified) | -5.3 | -2 | nt | -1.5 | -13 | 2 | 0 | -0.7 | 2
COCCCNC(=O)c1cccc2c(-c3ccnn3C)coc12 | -0.3 | 10 | 3 | 0.7 | nt | nt | 0 | nt | 8
CCOC(=O)c1oc2cccc(OCC(O)CNC(C)C)c2c1C (stereo unspecified) | -0.7 | -2 | 2 | -0.8 | 1 | 17 | 8 | -1.4 | 91*
O=C(Nc1ccc(OC(F)(F)F)cc1)C1=NCCN1 | 1.1 | 24 | -11 | -2.7 | 7 | 19 | -4 | 1.4 | -2

The list continues:
SMILES	BioA inh	PrPC surface inh	BoNT F protease	FadD28 FP inh	Rv3671c inh	MazEF act	GDH-TPI inh	UGM FP inh	FBA Mtb inh
NC(=O)Nc1n[nH]c(-c2ccccc2)n1	-2.4	2	6	-0.7	nt	2	11	0.3	1
O=C(Cn1nnc(-c2ccccc2)n1)N/N=C/c1cc([N+](=O)[O-])c(Cl)cc1Cl	nt	0	-3	-1.2	7	-3	10	3.4	1
CN1CCCCC1c1ccc(-c2cccnc2)nc1 (stereo unspecified)	3.3	-12	2	-2.0	1	9	3	1.5	3
Cc1onc(-c2c(F)cccc2Cl)c1C(=O)NCCN1CCNC1=O	-2.3	11	?	-4.4	-4	10	-10	0.2	0
CCCCCC(=O)N1C[C@H](n2cc(C3CC3)nn2)[C@@H](O)C[C@@H]1c1ccccc1	-1.0	-1	-2	-1.1	nt	6	11	nt	4
CCCn1nnnc1NCc1ccccc1C	-0.3	8	-3	0.8	-2	11	0	-0.5	3
CCOC(=O)CN1C(=O)C(Sc2n[nH]c(-c3cccc(C)c3)n2)CCc2ccccc21 (stereo unspecified)	0.1	1	0	-3.7	-21	1	7	-0.7	-1
COc1ccc(-n2c(=S)[nH]c3cc(C(=O)NCc4cccnc4)ccc3c2=O)c(OC)c1	0.4	-3	-24	-3.2	-7	10	1	0.8	-2
CCSc1nc2c([nH]c3ccccc32)c(=O)n1C	-0.2	2	-8	-0.9	2	-3	5	3.1	1
CC(C)(C)NC(=O)C(c1cccs1)N(Cc1cccs1)C(=O)c1csnn1 (stereo unspecified)	1.1	3	-2	-5.7	8	-4	-7	0.5	-3
Cc1c(C(=O)N/N=C/c2cccnc2)sc(N)c1C#N	-1.5	4	17	-1.0	nt	-6	31*	-1.7	2
COc1ccc(C(=O)N(C)Cc2ccccc2F)cc1S(=O)(=O)N1CCCC1	1.8	0	1	-2.8	-12	9	-1	-3.5	0
O=C(Nc1cccc(Cl)c1)c1ccc(F)c(S(=O)(=O)N2CCN(c3ccccn3)CC2)c1	nt	-7	-14	2.2	-222	8	-1	nt	-1
COc1ccc(C2C/C(=N\O)C(C)(C)O2)cc1 (stereo unspecified)	-1.5	4	-6	-0.5	-1	-18	-3	0.5	1
CCOC(=O)c1ccc(S(=O)(=O)NNC(=O)Cc2csc(C)n2)cc1	0.7	5	nt	-0.7	-2	4	-3	0.3	-1
CC1CCC2(CC1)NC(=O)N(CC(=O)NCCc1ccccc1)C2=O (stereo unspecified)	-1.6	-8	-6	-1.6	6	5	8	-2.8	3
COc1ccccc1C=Cc1ccnc2ccccc12	-0.5	3	2	-13	nt	3	10	nt	3
CC(=O)N1CCC2(CC1)C(C#N)=C(N)OC1=C2C(=O)CC(C)(C)C1	nt	-4	-4	-4.0	7	-6	-14	-0.2	-5
O=C(Nc1ccccc1)c1csc(-c2ccccc2)n1	nt	11	7	-2.6	-18	0	5	-0.5	2
Cc1ccc(C(=O)NCC(c2ccco2)N2CCOCC2)cc1 (stereo unspecified)	-0.8	0	nt	-3.9	12	4	5	-1.5	-2
Cc1ccc(Oc2nc3ccccn3c(=O)c2/C=C(\C#N)C(=O)NC2CCS(=O)(=O)C2)c(C)c1 (stereo unspecified)	0.6	-4	0	-3.1	5	-3	13	-0.2	7
N#Cc1c(-c2ccco2)cc(-c2ccccc2)[nH]c1=O	nt	-3	-6	-1.1	0	-31	15	3.3	78*
COc1ccc(OC)c(C(=O)CSc2nccc(-c3ccc(Br)cc3)n2)c1	-1.2	-7	-4	-4.2	-9	-2	5	-4.3	-2
O=C(OCc1ccccc1)N1Cc2ccnnc2CC1c1ccccc1Br (stereo unspecified)	5.5	-3	-6	-1.1	nt	nt	nt	nt	0
Brc1ccc2c(c1)[C@H]1OCC[C@H]1[C@@H](c1cccs1)N2	nt	10	?	-0.9	3	5	6	0.5	4

Sorted by count of non-hydrogen atoms (largest number first): part of the list above
SMILES	BioA inh	PrPC surface inh	BoNT F protease	FadD28 FP inh	Rv3671c inh	MazEF act	GDH-TPI inh	UGM FP inh	FBA Mtb inh
CCOC(=O)CN1C(=O)C(Sc2n[nH]c(-c3cccc(C)c3)n2)CCc2ccccc21 (stereo unspecified)	0.1	1	0	-3.7	-21	1	7	-0.7	-1
CCOC(=O)c1ccc(S(=O)(=O)NNC(=O)Cc2csc(C)n2)cc1	0.7	5	nt	-0.7	-2	4	-3	0.3	-1
N#Cc1c(-c2ccco2)cc(-c2ccccc2)[nH]c1=O	nt	-3	-6	-1.1	0	-31	15	3.3	78*

Remaining list, next part.
SMILES	BioA inh	PrPC surface inh	BoNT F protease	FadD28 FP inh	Rv3671c inh	MazEF act	GDH-TPI inh	UGM FP inh	FBA Mtb inh
O=C(COC(=O)COc1cccc(C(F)(F)F)c1)NC(=O)NC1CCCCC1	1.1	-6	nt	1.6	-3	-1	7	2.0	3
COc1cc(C(=O)Nc2ccccc2SCc2cc(=O)n3nc(C)sc3n2)cc(OC)c1OC	-0.2	0	-1	-2.2	-14	5	3	-1.1	1
COc1ccc(-c2nnc(SCC(=O)NNC(=O)c3ccc(C)cc3)o2)cc1	-2.8	1	-2	-2.5	6	2	4	-1.1	1
CSc1ccccc1C(=O)N1CCN(S(=O)(=O)c2sc(C(=O)O)c(C)c2C(=O)O)CC1	0.4	2	1	-1.2	5	13	-4	-0.9	2
CCCc1[nH]nc2c1C(Cc1ccccc1)C(C#N)=C(N)O2 (stereo unspecified)	-1.0	6	6	0.6	7	6	15	-2.2	1
COc1ccc(S(=O)(=O)Cc2ccc(C(=O)NCCc3ccc(S(N)(=O)=O)cc3)o2)cc1	2.7	8	-5	0.3	2	3	6	1.9	2
CCc1cc2c(=O)c(-c3nc4ccccc4n3C)c(C)oc2c(CN2CCCCC2)c1O	-0.5	-2	0	-3.3	1	13	25	-0.5	10
Cc1oc2c(CN3CCCCC3C)c(O)ccc2c(=O)c1-c1ccc(Br)cc1 (stereo unspecified)	13	-3	?	-1.3	nt	11	11	0.4	108*

From PubChem BioAssay
